Screening data (PubChem BioAssay)
Nrf2 block: Nrf2 pathway inhibition | Potency, µM (highest dose often 46 µM), for inactives: at the top dose activity change, negative = inhibition, most hits filed as inhibitors | 360,000 compounds, 2.1% hits | A549 ARE-Fluc reporter, luciferase luminescence, 18-24 h; also: potency is read from the fitted curve at half-maximal effect; % is scaled to controls: 0 for no effect and ±100 for the full control effect; nearly all actives have a fitted effect of over 60% in size
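A549 ARE_Fluc cells (5000/well, 5% FBS OPTI-MEM) pre-incubated 2 h, then treated with compounds 18-24 h at 37C/5% CO2 in concentration-response. CellTiter-Fluor viability read first; BugLite luciferase luminescence after 15 min at room temperature gives Nrf2 activity.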
pAkt inh: inhibitors of Akt phosphorylation; AID 651550; activity change, % for hits at 50 µM; Neuro2A IGF-stimulated pAkt S473 HTRF, 20 min; hits give low values; 360,000 compounds, 0.32% hits; in the data active = activity change below about -80%; inconclusive = mostly about -51% to -80%; also: % is scaled to controls: 0 for no effect and ±100 for the full control effect
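Neuro2A cells (4,500/well, DMEM with 0.5% FBS) were treated with compound at a single 50 µM final concentration, stimulated with 6 nM IGF for 20 min at 37 °C, and lysed. Phospho-Akt Ser473 was read by HTRF as 665/615 ratio ×10^4.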
HepG2 viability: counter-screen for TGF-b inhibitors: cytotoxicity in HepG2 cells; Potency, µM (highest dose often 46.1 µM), without a hit: at the top dose activity change, negative = cytotoxicity, most hits filed as cytotoxic; HepG2 CAGA-GFP viability, ATP luminescence, 18 h; AID 588856; 410,000 compounds, 0.76% hits; also: potency is read from the fitted curve at half-maximal effect; some results filed as inactive show a strong effect at the top dose
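HepG2 CAGA-GFP cells (1000/well, DMEM with 1% FBS) received compound, then TGF-beta at 500 pg/mL final, and were incubated 18 hours at 37 degrees C. Viability was read by CellTiter-Glo luminescence. Media-only wells were set as complete cell-killing and DMSO as no toxicity.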
A549 viability: kills or reduces viability of A549 cells in Nrf2 counter-screen; 390,000 compounds, 0.16% hits; A549 ARE-Fluc cells, CellTiter-Fluor viability, 18-24 h; Potency, µM (highest dose often 46 µM), inactives show top-dose activity change, negative = cytotoxicity, usual class: inhibitors; also: potency is read from the fitted curve at half-maximal effect; % is scaled to controls: 0 for no effect and ±100 for the full control effect
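A549 ARE-Fluc cells in 5% FBS OPTI-MEM, 5000 cells/well, rested 2 h then exposed to compounds in concentration-response for 18-24 h at 37 °C. Viability by CellTiter-Fluor fluorescence (Ex 405/Em 525) after 30 min; luciferase luminescence (BugLite, 15 min, RT) read afterwards.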
TGFb inhibitor: inhibitors of TGF-b signaling; HepG2 CAGA-GFP TGF-b/SMAD3 reporter, GFP fluorescence, 18 h; TGF-beta stimulated, 500 pg/mL final; Potency, µM (highest dose often 46.1 µM), for inactives: at the highest dose activity, negative = inhibition, most hits filed as inhibitors; 410,000 compounds, 1.2% hits; AID 588855; also: potency is read from the fitted curve at half-maximal effect; % is scaled to controls: 0 for no effect and ±100 for the full control effect; nearly all actives have a fitted effect of over 65% in size
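Per well, imaged GFP fluorescence of HEPG2 CAGA-GFP cells gives the signal; cells get compound, then TGF-beta (500 pg/mL final), 18 h at 37 degrees C; %Activity versus -TGF-beta and +DMSO controls.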
Nrf2 ARE act: Nrf2 pathway activation. AREc32 ARE-luciferase reporter (MCF7-derived line), luminescence, 24 h. 410,000 compounds, 0.31% hits. Potency, µM (series often up to 46.1 µM), for inactives: at the top dose activation, hits mostly activators; also: potency is read from the fitted curve at half-maximal effect; % of control where 0% means no effect; nearly all actives have a fitted effect of over 65% in size
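Luminescent ARE reporter assay in AREc32_Fluc cells: overnight plating at 37 deg C, 24 hr compound incubation, Steady-Glo added, 30 min RT before reading.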
CCT chaperon mod: cytosolic chaperonin activity modulation | purified chaperonin ATPase assay, HTRF ADP detection, 30 min | activity change, % (concentration not given with the values), hits read low | 360,000 compounds, 0.3% hits | AID 651819; in the data active = activity change below about -30%; also: % is scaled to controls: 0 for no effect and ±100 for the full control effect
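Enzyme 40 or 20 nM (batch-dependent) in Tris pH 7.4/KCl/MgCl2/DTT; cpd 76 uM single point; ATP 10 uM; 30 min 37 °C; Transcreener ADP HTRF detection, 30 min RT; ratio 665/615.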
MmCpn inh: blocks the Methanococcus maripaludis chaperonin Mm-Cpn; AID 504842; 330,000 compounds, 0.031% hits; purified Mm-Cpn ATPase, ADP Transcreener TR-FRET; Potency, µM (titrated, usually from 76.9 µM), without a hit: at the highest dose activity, negative = inhibition, hits mostly inhibitors; also: potency is read from the fitted curve at half-maximal effect; % is scaled to controls: 0 for no effect and ±100 for the full control effect; nearly all actives have a fitted effect of over 80% in size
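ATPase read-out: TR-FRET ADP immunoassay (anti-ADP Eu cryptate vs ADP-d2), ex 320 nm, em 590/665 nm; signal drops as ADP forms. Enzyme 25 nM, ATP 10 uM, 30 min at 37°C after 10 min compound preincubation.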
S2 tox: reduces viability in counter-screen for ATXN expression inhibitors | S2 cells (HEK-293 line with an ATXN2-luciferase reporter) viability, CellTiter-Fluor protease fluorescence, 24 h | Potency, µM (titrated, usually from 56.7 µM), actives largely listed as cytotoxic | 400,000 compounds, 0.49% hits; also: potency is read from the fitted curve at half-maximal effect; nearly all actives have a fitted effect of over 40% in size
Numbers without * were called inactive; i = inactive; ? = inconclusive; nt = not tested or not shown; [ ] = remark or other dose. Unless noted, calls follow the shape of the dose curve; as a rule, active = well fitted curve in the direction sought with a large enough effect; inconclusive = small, poorly fitted or top-dose-only effect, or another doubt; inactive = no such curve, though single readings can be large; an effect the other way counts as inactive or inconclusive.

| Molecule | Nrf2 block | TGFb inhibitor | pAkt inh | HepG2 viability | MmCpn inh | Nrf2 ARE act | CCT chaperon mod | S2 tox | A549 viability |
| --- | --- | --- | --- | --- | --- | --- | --- | --- | --- |
| CC(Sc1ccccc1)C(=O)NNC(=O)c1csc(N2CCOCC2)n1 (stereo unspecified) | 4% | 19% | i | -58% | -5% | 2.3% | 2.1 | i | 1% |
| COc1ccc(NC2CCCN(C(=O)c3cc4ncccn4n3)C2)cc1 (stereo unspecified) | ? | 16% | i | -6% | -3% | 0.8% | 0.0 | i | -2% |
| CC12CCC(=O)N1C(C(=O)Nc1cc(C(F)(F)F)ccc1N1CCCCC1)CS2 (stereo unspecified) | -7% | ? | i | -24% | 1% | 1.7% | -0.3 | i | -5% |
| CCn1nc(CC(=O)Nc2nnc(CC(=O)N3CCCC3)s2)c2ccccc2c1=O | -7% | 0% | i | -2% | -1% | -0.9% | -1.7 | i | -10% |
| COc1ccc(-n2c(SCC(=O)NCc3cccs3)nnc2-c2ccoc2C)cc1 | -5% | ? | i | -5% | 1% | 0.4% | -0.3 | i | 0% |
| CC1CCCCC1NC(=O)CSc1nc2ccccc2c(=O)n1Cc1ccco1 (stereo unspecified) | 13% | 5% | i | -13% | 0% | -0.7% | 1.1 | i | 0% |
| CC1CCCC(C)N1C(=O)CSc1ncccn1 (stereo unspecified) | 8% | 7% | i | 0% | 0% | 0.3% | 1.3 | i | -1% |
| O=C(O)CN1CCc2ccccc2C1 | 16% | 15% | i | -4% | -1% | 0.5% | 0.5 | i | 2% |

Compounds listed so far that have an aryl methoxy group, in the order listed:
| Molecule | Nrf2 block | TGFb inhibitor | pAkt inh | HepG2 viability | MmCpn inh | Nrf2 ARE act | CCT chaperon mod | S2 tox | A549 viability |
| --- | --- | --- | --- | --- | --- | --- | --- | --- | --- |
| COc1ccc(NC2CCCN(C(=O)c3cc4ncccn4n3)C2)cc1 (stereo unspecified) | ? | 16% | i | -6% | -3% | 0.8% | 0.0 | i | -2% |
| COc1ccc(-n2c(SCC(=O)NCc3cccs3)nnc2-c2ccoc2C)cc1 | -5% | ? | i | -5% | 1% | 0.4% | -0.3 | i | 0% |

(next part)
| Molecule | Nrf2 block | TGFb inhibitor | pAkt inh | HepG2 viability | MmCpn inh | Nrf2 ARE act | CCT chaperon mod | S2 tox | A549 viability |
| --- | --- | --- | --- | --- | --- | --- | --- | --- | --- |
| CC(C)(C)CC(C)(C)N1CNC(=S)NC1 | 1% | 5% | i | -3% | 0% | 1.9% | -3.1 | i | 1% |
| CC(C)c1ccc(NC(=O)C(=O)c2cn(CC(=O)N3CCCCC3)c3ccccc23)cc1 | -4% | 2% | i | -12% | -5% | 0.0% | 2.7 | ? | -6% |
| COc1cccc(NC(=O)Cc2nnc(SCC(=O)NC3CCCC3)n2C)c1 | ? | -9% | i | -20% | 1% | 0.0% | -7.5 | i | -3% |
| COCc1nnc(NC(=O)CSCc2ccccc2)s1 | 5% | 10% | i | 0% | 0% | -0.4% | 3.1 | i | -10% |
| Clc1ccccc1N1CCN(Cc2ccc(Br)o2)CC1 | 2% | 7% | i | 2% | nt | -1.6% | 1.0 | ? | 4% |
| COc1ccc(CCC(C)NCc2ccc(Cl)c(Cl)c2)cc1 (stereo unspecified) | 0% | 13µM* | i | 8.9µM* | 0% | 3.7% | -7.4 | i | -12% |
| Cc1cccc(NC(=O)Nc2ccc(Cl)cc2)n1 | ? | -2% | i | -1% | 2% | 28% | -4.5 | ? | -1% |
| O=C(/C=C/c1c(F)cccc1Cl)Nc1ccc(S(=O)(=O)Nc2ncccn2)cc1 | 6% | 14% | i | 14% | 0% | 12% | -0.4 | i | 4% |
| Cc1ccc(NC(=O)COC(=O)CCC2CCCC2)c(Br)c1 | 9% | 15% | i | -23% | -3% | -0.3% | -2.1 | i | 2% |
| Cc1ccc(C(=O)OCC(=O)N2CCCC2)cc1 | ? | -1% | i | -27% | 1% | 2.3% | -0.8 | i | 1% |
| CN1CCN(c2ccc(-c3cc(NC=O)c4ncc(-c5ccccc5)n4c3)cc2)CC1 | nt | ? | i | -20% | nt | ? | -1.2 | ? | nt |
| CN(CC(=O)Nc1cccc(F)c1)C(=O)CSc1ccccc1F | 4% | -13% | i | -21% | -1% | 1.6% | 1.2 | i | -2% |
| COc1cccc(NC(=O)C(Sc2nnc(Nc3ccccc3C)s2)c2ccccc2)c1 (stereo unspecified) | ? | ? | i | 1% | -1% | 0.3% | 1.1 | i | -4% |
| O=C(Nc1cccc2ncccc12)c1ccc(Cl)cc1 | 4% | 19% | i | 1% | 1% | ? | -3.8 | ? | -17% |
| CC1=Nc2ccccc2N=C(N)C1c1ccccc1 (stereo unspecified) | ? | -24% | i | -48% | -2% | 5.5% | -3.0 | i | 8% |
| O=C1CCCN1CCCNS(=O)(=O)c1ccc(Br)cc1 | -1% | 37%[activator] | i | 30% | 1% | -0.4% | -1.7 | i | 0% |
| CCc1ccc(NC(=O)C2C3/C=C\CCCCC32)cc1 (stereo unspecified) | ? | 1% | i | -20% | 0% | 0.5% | -1.5 | i | -3% |
| COc1ccc(-c2csc(NC(=S)NC(=O)c3cccs3)n2)cc1OC | 9% | -18% | i | -11% | -2% | 7.0% | 0.4 | i | 1% |
| O=C(O)C1CCC(Cn2c(SCc3cc(=O)n4ccccc4n3)nc3ccsc3c2=O)CC1 (stereo unspecified) | -22% | 17% | i | 6% | 1% | 0.2% | 0.5 | i | -4% |
| Cn1c(=O)cc(OCC(=O)NCCCN2CCN(c3cccc(Cl)c3)CC2)c2ccccc21 | 0% | -15% | i | -36% | -2% | 8.7% | -2.6 | i | 6% |
| CC(=O)c1ccc(N2CCN(C(=O)CCC(=O)c3cccs3)CC2)cc1 | -7% | 7% | i | -7% | 0% | 3.2% | 0.8 | i | -3% |
| Cc1ccc(/C=C/C(=O)OC(C)C(=O)Nc2ncc(Cl)cc2Cl)o1 (stereo unspecified) | 4% | -6% | i | 3% | 0% | -0.5% | 0.6 | i | -3% |
| COc1ccc(CCNS(=O)(=O)c2cc3c4c(c2)C(C)C(=O)N4CCC3)cc1OC (stereo unspecified) | ? | 0% | i | 1% | -8% | -0.5% | 2.0 | i | ? |
| Cc1ccc(CNC(=O)C2CC3Cn4c(nc5ccccc54)C3N2C)o1 (stereo unspecified) | 5% | -24% | i | 7% | -3% | -1.1% | -2.5 | i | -3% |
| COc1ccc(Sc2nc(-c3ccccc3)ncc2OC)cc1 | -5% | 2% | i | -4% | 0% | 5.4% | 0.3 | i | 3% |
| O=C(CNC(=O)c1ccccc1F)NCCN1C(=O)S/C(=C\c2ccccc2Cl)C1=O | 4% | ? | i | -32% | -2% | 3.2% | 0.9 | i | 1% |
| CCOc1cc(OCC)cc(C(=O)NCc2ccco2)c1 | -20% | -4% | i | -4% | 1% | 6.4% | 1.5 | i | 3% |
| CCCCOc1ccc(CNC(=O)C2CCCN(c3nnc(-n4c(C)ccc4C)s3)C2)cc1 (stereo unspecified) | ? | ? | nt | -11% | nt | 6.6% | nt | i | -4% |
| CN(Cc1cccc(F)c1)C(=O)c1ccc2c(=O)n3c(nc2c1)CCC3 | 6% | -7% | i | -1% | 1% | 0.3% | -1.8 | i | -1% |
| O=c1cc(-c2ccncc2)oc2ccccc12 | ? | 4% | i | -40% | 2% | 2.9% | -0.2 | i | -7% |
| CCN(C1=NS(=O)(=O)c2ccccc21)N(CC)S(=O)(=O)c1ccc(C)cc1 | ? | 0% | i | 2% | 3% | 0.3% | -3.6 | i | 0% |
| O=C(NCC(O)c1ccccc1)c1ccc(Cl)c(S(=O)(=O)N2CCCCC2)c1 (stereo unspecified) | -14% | 0% | i | 3% | -3% | 0.7% | -1.5 | ? | -8% |
| COc1ccc(C(=O)NCCN2CCOCC2)cc1[N+](=O)[O-] | 20% | ? | i | 5% | -6% | 1.5% | 1.9 | i | 13% |
| CCOC(=O)C[n+]1c(C)ccc2c1CCC2 | 8% | -2% | -109%* | 1% | 1% | 0.1% | -1.3 | i | 0% |
| Nc1ncnc2c1ncn2[C@@H]1O[C@H](C(=O)NS(=O)(=O)c2c(Cl)nc3sccn23)[C@@H](O)[C@H]1O | nt | 4% | i | -8% | nt | 0.0% | 0.8 | i | nt |
| O=C(CCS(=O)(=O)Cc1cccc(Cl)c1)NCCc1ccccc1 | 0% | 4% | i | -7% | 1% | -0.5% | -2.9 | ? | -10% |
| COC(=O)c1ccc2nc(-c3ccc(Cl)cc3)c(Cc3cccc(F)c3)n2c1 | nt | -13% | i | 6% | nt | 0.7% | 0.7 | i | nt |
| Brc1ccc(-n2cnc(-c3ccccc3)c2)cc1 | ? | -10% | i | -22% | -12% | 4.0% | 2.1 | i | -1% |
| CCOC(=O)c1c(NS(C)(=O)=O)sc2c1CCC(C)C2 (stereo unspecified) | nt | 0% | i | -17% | -3% | -0.2% | -1.5 | i | 8% |
| Cc1ccccc1-n1nc2c(c1NC(=O)c1cccs1)CS(=O)(=O)C2 | -5% | 10% | i | -29% | -3% | 0.0% | -4.4 | i | 1% |
| Cc1ccc(Cl)cc1NC(=O)C(=O)N1CCCCC1 | -18% | 4% | i | -2% | -4% | 0.2% | -1.4 | i | -10% |
| CCOc1ccccc1CN1CCc2nc(N3CCN(C)CC3)ncc2C1 | nt | -3% | nt | -6% | nt | 3.7% | nt | i | -14% |
| COc1cccc(NC(=O)C2CCN(c3nn4cc(-c5ccc(F)cc5)nc4s3)CC2)c1 | 16% | -11% | nt | -28% | nt | 3.4% | nt | nt | 2% |
| N#CCCn1cc(/C=N/NC(N)=S)c(-c2ccc(-c3ccccc3)cc2)n1 | ? | ? | i | -21% | -1% | 5.7% | -3.6 | ? | -20% |
